Bioassay records deposited in PubChem by several laboratories.
Dynein cargo inh – blocks dynein driven cargo transport along microtubules | AID 1381 | 3617.4 mouse cells, GR-EGFP nuclear translocation imaging; test concentration mostly 20 µM; stimulated with dexamethasone, 1 µM; hits give low values | 220,000 tested, 0.47% active | z-score, hits read low;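 active = plate z-score of nuclear minus cytoplasmic receptor signal below a set negative limit, without overly bright fluorescence or cell loss, cut at about -3.5 in these data, passing the limit was not always enough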;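 also: z-score of nuclear minus cytoplasmic ring GR-EGFP intensity difference per well; some compounds called inactive have numbers as strong as hits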
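medium = tetracycline-free induction medium containing charcoal-stripped FBS | also added = 1.0 µM final dexamethasone stimulus | schedule = 48 h induction, 1 h compound, 30 min dex at 37 °C | technique = fixed, Hoechst-stained cells imaged at 10x for EGFP | measure = GR-EGFP nuclear translocation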
Salmonella PhoP GFP – inhibitors of PhoP regulon expression, primary screen, Salmonella Typhimurium, GFP reporter (AID 1863) | inhibition, % at 50 µM; hits with a dose series show IC50 in µM | S. Typhimurium PhoP-regulated promoter GFP reporter, 4 h; higher % means a stronger effect | 300,000 tested, 0.16% active;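 active = inhibition over 29.93%, a cutoff 3 SD above the screen mean, later confirmed by dose response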;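 also: 0% = low Mg2+ inducing control and 100% = high Mg2+ repressing control; strong numbers were not always called active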
Autophagy HCS – modulators of autophagy; MEF GFP-LC3 puncta imaging; test concentration mostly 10 µM; calls only at 10 µM (by protocol); 190,000 tested, 0.98% active;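 active = percentage of spot-positive cells more than 3 SD above its plate mean, without a fluorescence outlier flag or 80% toxicity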;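 also: spot-positive cell cutoff set from DMSO-treated cells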
MT stabilize HCS – microtubule stabilizers in HeLa cells | % tubulin-high responders, % at 10 µM | HeLa tubulin immunostaining HCS, 24 h; share of cells brighter than vehicle mean+2SD | 200,000 tested, 0.83% active | AID 2205;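 active = plate Z-score above 3 for both tubulin-high and condensed-nucleus cell shares, with cell loss under 80%, at 10 µM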;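 also: anti alpha tubulin signal scored within the nucleus-defined area of each cell; some results filed as inactive read as strong as hits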
b-catenin transl – alters nuclear translocation of beta-catenin in HeLa cells | 190,000 tested, 0.3% active | AID 1665 | immunofluorescence imaging | nuclear translocation activity, % at 5 µM;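 active = nuclear translocation activity above 50% at 5 µM, with a well cell count of 50 or more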;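 also: per-cell ratio of nuclear to cytoplasmic median beta-catenin stain intensity; plate controls were DMSO negative control for no effect and GSK-3 inhibitor IX positive control for full effect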
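Test system: HeLa cells, endogenous beta-catenin; Compound: single 5 µM dose plus 0.02–20 µM confirmation series; Times: compound exposure 24 h at 37°C; Signal: fluorescence imaging of beta-catenin antibody stain plus DAPI; Read-out: % activation, nuclear-to-cytoplasmic median beta-catenin signal ratio per cell.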
Insulin prom up – MIN6 insulin promoter up-regulation | 190,000 tested, 0.3% active | AID 1625 | z-score at 5 µM | MIN6 insulin promoter-GFP reporter, high-content imaging; hits give high values;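 active = z-score above 3 at 5 µM with at least 500 cells counted in the well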
ER stress rescue – rescue of cells from ER stress-induced death, primary screen, 384-well, CSM14.1, thapsigargin, ATP luminescence (AID 1222) | CSM14.1 thapsigargin-induced death rescue, ATP luminescence; higher % means a stronger effect | cellular ATP content (survival), % at 20 µM, or EC50 in µM where a hit was titrated | 190,000 tested, under 10 active;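 active = EC50 below 50 µM in the dose-response confirmation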;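 also: death triggered by thapsigargin at about 15 µM added after 2 h compound pretreatment; cell ATP read after overnight thapsigargin exposure of roughly 18 to 22 hours; normalized against plate controls of thapsigargin alone and 5% DMSO vehicle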
T cell HTS – T cell immune modulators affecting CD8 T cell-vesicle binding; 2C CD8+ T cell-vesicle binding, flow cytometry; hits give low values; calls only at 7 µM; 330,000 tested, 0.068% active;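 active = response, share of CD8 T cells binding vesicles, and their 90th percentile fluorescence all below set limits, cut at about 80% in these data, passing the limit was not always enough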
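Test system: purified 2C TCR transgenic mouse naive CD8+ T cells. Probe or stimulus: QL9-peptide-loaded Drosophila micro-vesicles bearing Ld, ICAM-1 and B7-1. Incubation: binding step 1.5 h, 37 °C, antibody labelling 20 min, ice. Measured by: flow cytometry of vesicle-bound cells.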
Lipid droplet – hepatic lipid droplet formation modulation; AML12 mouse hepatocytes, oleate lipid droplets, BODIPY imaging; inhibition, % at 6.5 µM; 240,000 tested, 0.4% active;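 active = lipid droplet intensity inhibited by at least 50%, with more than 500 cells counted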
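System: AML12 hepatocytes (mouse). Probe or stimulus: oleic acid at 100 µM to induce lipid droplet formation. Times: overnight treatment with compound plus oleate. Detection: Image-based BODIPY and DAPI two-channel analysis. Evaluation: percent inhibition of filter-corrected integrated lipid droplet intensity per well.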
Dynein cargo inh cytoplasmic EGFP – second read-out of Dynein cargo inh, no call of its own (marks repeat the call); z-score; measured here: cytoplasmic GR-EGFP intensity; hits give high values
Dynein cargo inh nuclear GR-EGFP – also measured in Dynein cargo inh; calls as there; z-score; measured here: nuclear GR-EGFP intensity;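 lower value marks the stronger effect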
Dynein cargo inh cell count – second read-out of Dynein cargo inh, no call of its own (marks repeat the call); z-score; measured here: cell count per field
Insulin prom up cell count – also measured in Insulin prom up; calls as there; cell count; measured here: cytotoxicity, nuclei count;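 total cells summed across four imaged fields per well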
Lipid droplet cells 6.5 µM – further read-out of Lipid droplet, marked with its call; cell count; measured here: cell count, cytotoxicity flag;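 cells counted across two imaged fields per well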
b-catenin transl cell count 5 µM – further read-out of b-catenin transl, marked with its call; cell count; measured here: cell count, cytotoxicity flag
T cell HTS vesicle-bound % – also measured in T cell HTS; calls as there; double positive events, %; measured here: CD8+ vesicle-bound cell fraction;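 binding gate set so that unloaded-vesicle control wells show 10% double positive cells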
MT stabilize HCS Hoechst-high % – also measured in MT stabilize HCS; calls as there; % Hoechst-high responders; measured here: nuclear condensation Hoechst responders;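 share of cells brighter than vehicle mean plus two SD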
MT stabilize HCS cytotoxicity % – recorded beside MT stabilize HCS, whose call it bears; toxicity, %; measured here: cytotoxicity by cell density;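 0% = mean cell density of plate MIN control wells and 100% = no cells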
Autophagy HCS cell loss 18 h – further read-out of Autophagy HCS, marked with its call; toxicity, %; measured here: cell loss, nuclei count;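 cell loss after 18 h compound exposure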
* = called active by the depositor.

`CCCSc1nn2c(=O)c3ccccc3nc2s1` gave Dynein cargo inh 0.227, Salmonella PhoP GFP 3.6%, Autophagy HCS inactive, MT stabilize HCS 1.2, ER stress rescue -1.8%, T cell HTS inactive, Lipid droplet 17.3, Dynein cargo inh cytoplasmic EGFP -0.234, Dynein cargo inh nuclear GR-EGFP 0.209, Dynein cargo inh cell count 0.0158, Lipid droplet cells 6.5 µM 795, T cell HTS vesicle-bound % 22.6, MT stabilize HCS Hoechst-high % 1.2, MT stabilize HCS cytotoxicity % 2.0 and Autophagy HCS cell loss 18 h -6.1.
Screening C=CCC1(CC=C)CCCN1Cc1nc(COc2ccccc2)no1 returned Dynein cargo inh -0.789, Salmonella PhoP GFP -6.5%, b-catenin transl 0.5, Insulin prom up 0.53, T cell HTS inactive, Lipid droplet 1.9, Dynein cargo inh cytoplasmic EGFP 0.548, Dynein cargo inh nuclear GR-EGFP -0.214, Dynein cargo inh cell count 0.129, Insulin prom up cell count 1047, Lipid droplet cells 6.5 µM 722, b-catenin transl cell count 5 µM 1246 and T cell HTS vesicle-bound % 44.9.
For CCN(CC)C(=O)Oc1ccc(OC(=O)N(CC)CC)cc1 the results were Dynein cargo inh 0.355, Salmonella PhoP GFP -5.5%, Autophagy HCS inactive, MT stabilize HCS 2.2, b-catenin transl -0.6, Insulin prom up 0.3, ER stress rescue 0.3%, T cell HTS inactive, Lipid droplet 2.2, Dynein cargo inh cytoplasmic EGFP -0.32, Dynein cargo inh nuclear GR-EGFP 0.471, Dynein cargo inh cell count -0.227, Insulin prom up cell count 1394, Lipid droplet cells 6.5 µM 663, b-catenin transl cell count 5 µM 1521, T cell HTS vesicle-bound % 42.3, MT stabilize HCS Hoechst-high % 1.6, MT stabilize HCS cytotoxicity % 7.8 and Autophagy HCS cell loss 18 h 2.9.
Screening C=CCOC(=O)C1=C[C@@H](c2csc3ccccc23)C[C@@H](OCc2ccc(CO)cc2)O1 returned Dynein cargo inh -0.451, Salmonella PhoP GFP -10.7%, Autophagy HCS inactive, MT stabilize HCS 14.9, b-catenin transl 4.3, Insulin prom up -0.04, ER stress rescue 14.3%, Lipid droplet -7.8, Dynein cargo inh cytoplasmic EGFP -0.206, Dynein cargo inh nuclear GR-EGFP 0.00742, Dynein cargo inh cell count -0.349, Insulin prom up cell count 1419, Lipid droplet cells 6.5 µM 702, b-catenin transl cell count 5 µM 1039, MT stabilize HCS Hoechst-high % 20.5, MT stabilize HCS cytotoxicity % 22.3 and Autophagy HCS cell loss 18 h 0.1.
Screening COCCC(=O)N(Cc1ccc2c(c1)OCO2)C(C(=O)NC1CCCCC1)c1ccncc1 (stereo unspecified) returned Dynein cargo inh -1.2, Salmonella PhoP GFP 4.4%, Autophagy HCS inactive, MT stabilize HCS 1.9, b-catenin transl -1.8, Insulin prom up -0.02, ER stress rescue -1.6%, T cell HTS inactive, Dynein cargo inh cytoplasmic EGFP -0.206, Dynein cargo inh nuclear GR-EGFP -0.409, Dynein cargo inh cell count 1.03, Insulin prom up cell count 1135, b-catenin transl cell count 5 µM 1005, T cell HTS vesicle-bound % 31.3, MT stabilize HCS Hoechst-high % 2.6, MT stabilize HCS cytotoxicity % 12.6 and Autophagy HCS cell loss 18 h 0.1.
Cc1ccc(S(=O)(=O)N2CC(=O)Nc3ccccc32)cc1 was read as Dynein cargo inh 0.584, Salmonella PhoP GFP 5.8%, Autophagy HCS inactive, MT stabilize HCS 1.7, b-catenin transl 0.1, Insulin prom up 0.33, ER stress rescue -2.6%, T cell HTS inactive, Lipid droplet -4.8, Dynein cargo inh cytoplasmic EGFP -0.0789, Dynein cargo inh nuclear GR-EGFP 0.914, Dynein cargo inh cell count -0.515, Insulin prom up cell count 928, Lipid droplet cells 6.5 µM 737, b-catenin transl cell count 5 µM 1198, T cell HTS vesicle-bound % 29.4, MT stabilize HCS Hoechst-high % 1.3, MT stabilize HCS cytotoxicity % 4.3 and Autophagy HCS cell loss 18 h -3.9.
`CSCCC(NS(=O)(=O)c1ccc2c(c1)c(=O)n(C)c(=O)n2C)C(=O)NC1CCN(Cc2ccccc2)CC1` (stereo unspecified) gave Dynein cargo inh -0.525, Salmonella PhoP GFP -7.0%, Autophagy HCS inactive, MT stabilize HCS 3.7, b-catenin transl -1.1, Insulin prom up 0.25, ER stress rescue -2.2%, T cell HTS inactive, Lipid droplet -1.5, Dynein cargo inh cytoplasmic EGFP -0.314, Dynein cargo inh nuclear GR-EGFP -0.0815, Dynein cargo inh cell count 0.272, Insulin prom up cell count 1252, Lipid droplet cells 6.5 µM 697, b-catenin transl cell count 5 µM 1107, T cell HTS vesicle-bound % 54.0, MT stabilize HCS Hoechst-high % 1.8, MT stabilize HCS cytotoxicity % 8.7 and Autophagy HCS cell loss 18 h 14.6.
`CCN1CCC(NC(=O)c2cc(OC)c(OC)cc2OC)CC1` gave Dynein cargo inh -0.744, Salmonella PhoP GFP 5.2%, Autophagy HCS inactive, MT stabilize HCS 2.2, b-catenin transl 1.0, Insulin prom up 1.19, ER stress rescue 0.2%, T cell HTS inactive, Lipid droplet -3.9, Dynein cargo inh cytoplasmic EGFP -0.18, Dynein cargo inh nuclear GR-EGFP -1, Dynein cargo inh cell count 0.29, Insulin prom up cell count 1186, Lipid droplet cells 6.5 µM 792, b-catenin transl cell count 5 µM 1153, T cell HTS vesicle-bound % 28.2, MT stabilize HCS Hoechst-high % 1.4, MT stabilize HCS cytotoxicity % 3.8 and Autophagy HCS cell loss 18 h 3.5.
Screening CC(C)(C)NC(=O)CSc1nc2ccccc2c(=O)[nH]1 returned Dynein cargo inh -0.563, Salmonella PhoP GFP -18.2%, b-catenin transl -0.4, Insulin prom up -1.09, T cell HTS inactive, Lipid droplet 5.7, Dynein cargo inh cytoplasmic EGFP -0.209, Dynein cargo inh nuclear GR-EGFP 0.106, Dynein cargo inh cell count 0.524, Insulin prom up cell count 1112, Lipid droplet cells 6.5 µM 693, b-catenin transl cell count 5 µM 1374 and T cell HTS vesicle-bound % 41.4.
Screening CCOc1ccccc1C(=O)Nc1nccs1 returned Dynein cargo inh 1.04, Salmonella PhoP GFP -5.9%, Autophagy HCS inactive, MT stabilize HCS 2.5, b-catenin transl -6.3, Insulin prom up 0.06, ER stress rescue 0.1%, T cell HTS inactive, Dynein cargo inh cytoplasmic EGFP -0.0132, Dynein cargo inh nuclear GR-EGFP 0.638, Dynein cargo inh cell count -1.38, Insulin prom up cell count 1236, b-catenin transl cell count 5 µM 1036, T cell HTS vesicle-bound % 37.5, MT stabilize HCS Hoechst-high % 1.1, MT stabilize HCS cytotoxicity % 7.5 and Autophagy HCS cell loss 18 h 11.7.
Screening c1ccc2c(c1)c1ccccc1n1c(-c3ccc4c(c3)OCO4)nnc21 returned Dynein cargo inh -0.148, Salmonella PhoP GFP 0.9%, Autophagy HCS inactive, MT stabilize HCS 0.9, b-catenin transl -3.0, Insulin prom up -1.91, ER stress rescue -1.9%, T cell HTS inactive, Dynein cargo inh cytoplasmic EGFP -0.186, Dynein cargo inh nuclear GR-EGFP -0.17, Dynein cargo inh cell count -0.051, Insulin prom up cell count 1206, b-catenin transl cell count 5 µM 1446, T cell HTS vesicle-bound % 22.9, MT stabilize HCS Hoechst-high % 1.6, MT stabilize HCS cytotoxicity % 3.3 and Autophagy HCS cell loss 18 h 15.3.
COc1ccc(N(Cc2ccco2)C(=O)c2ccccc2F)cc1OC was read as Dynein cargo inh -0.766, Salmonella PhoP GFP -4.4%, Autophagy HCS inactive, MT stabilize HCS 6.2, b-catenin transl -4.2, Insulin prom up 0.75, ER stress rescue 0.2%, T cell HTS inactive, Dynein cargo inh cytoplasmic EGFP -0.197, Dynein cargo inh nuclear GR-EGFP -0.146, Dynein cargo inh cell count -0.333, Insulin prom up cell count 1234, b-catenin transl cell count 5 µM 1010, T cell HTS vesicle-bound % 56.4, MT stabilize HCS Hoechst-high % 3.1, MT stabilize HCS cytotoxicity % 2.2 and Autophagy HCS cell loss 18 h -12.6.
Screening CCCCCC1=CCC/C1=N\NC(=O)c1ccc2c(c1)OCO2 returned Dynein cargo inh -0.307, Salmonella PhoP GFP 6.5%, Autophagy HCS inactive, MT stabilize HCS 3.0, b-catenin transl -0.6, Insulin prom up -1.41, ER stress rescue -1.9%, T cell HTS inactive, Lipid droplet -12.0, Dynein cargo inh cytoplasmic EGFP -0.338, Dynein cargo inh nuclear GR-EGFP -0.34, Dynein cargo inh cell count 0.208, Insulin prom up cell count 1206, Lipid droplet cells 6.5 µM 688, b-catenin transl cell count 5 µM 1113, T cell HTS vesicle-bound % 41.8, MT stabilize HCS Hoechst-high % 2.1, MT stabilize HCS cytotoxicity % 11.1 and Autophagy HCS cell loss 18 h -1.3.
